NCI-60 one-dose screen, 48 h, at 10 µM unless noted. Numbers give growth in % (100 = growth as untreated, 0 = no growth, -100 = all killed).
MALME-3M – MALME-3M melanoma | 78,000 tested, 5.8% active
LOX IMVI – LOX IMVI melanoma; 79,000 tested, 7.4% active; AID 1794757
SK-MEL-2 – SK-MEL-2 melanoma. 77,000 tested, 4.7% active. AID 1794763
SK-MEL-28 – SK-MEL-28 melanoma | 81,000 tested, 4.1% active | AID 1794761
HS 578T – HS 578T breast cancer | 78,000 tested, 4.1% active
UACC-62 – UACC-62 melanoma | 81,000 tested, 5.4% active
SK-MEL-5 – SK-MEL-5 melanoma | 80,000 tested, 6.4% active
UACC-257 – UACC-257 melanoma | 78,000 tested, 4.4% active
* = called active by the depositor; . = no result given; & = joins results of further samples. How the source made its calls: active means growth percent below 10; inactive means the rest. Outcome played no part in choosing rows (roughly 11% active in at least one column).

Preview, 2 compounds:
No.	compound	MALME-3M	LOX IMVI	SK-MEL-2	SK-MEL-28	HS 578T	UACC-62	SK-MEL-5	UACC-257
1	Cc1ccc2c(c1)C(=O)N(CC[P+](c1ccccc1)(c1ccccc1)c1ccccc1)C2=O	96	115	97	80	94	78	75	68
2	CNC(=O)c1cc(Oc2ccc3c(c2)sc2nc(-c4ccc(Cl)c(C(F)(F)F)c4)cn23)ccn1	47	50	59	80	80	61	19	36

Main list, from the first entry:
No.	compound	MALME-3M	LOX IMVI	SK-MEL-2	SK-MEL-28	HS 578T	UACC-62	SK-MEL-5	UACC-257
1	Cc1ccc2c(c1)C(=O)N(CC[P+](c1ccccc1)(c1ccccc1)c1ccccc1)C2=O	96	115	97	80	94	78	75	68
2	CNC(=O)c1cc(Oc2ccc3c(c2)sc2nc(-c4ccc(Cl)c(C(F)(F)F)c4)cn23)ccn1	47	50	59	80	80	61	19	36
3	NS(=O)(=O)c1ccc(NCc2ccc(N=Cc3c(O)[nH]c4ccccc34)cc2)cc1	97	97	106	111	114	103	94	107
4	COc1ccc2[nH]cc(/C=C3\C(=O)N(c4c(Cl)cccc4Cl)c4ccccc43)c2c1	93	47	78	95	90	64	72	77
5	Cc1cc(C)nc(NS(=O)(=O)c2ccc(Nc3nc4nc(Nc5cccc(O)c5)nc(-c5ccc(O)cc5O)c4c(=O)[nH]3)cc2)n1	73	94	88	102	111	80	103	122
6	CN(C)CC(=O)NNc1ncnc2ccccc12	101	113	126	107	111	99	101	111
7	O=C1Nc2ccc(Cl)cc2/C1=c1/sc2nc3ccccc3n2c1=O	90	103	99	102	101	95	95	101
8	C(=N/N=C1c2ccccc2-c2ccccc21)/c1c[nH]c2ccccc12	109	74	92	99	97	82	66	95

Some of the entries so far, with each value named:
1	Cc1ccc2c(c1)C(=O)N(CC[P+](c1ccccc1)(c1ccccc1)c1ccccc1)C2=O
  MALME-3M = 96
  LOX IMVI = 115
  SK-MEL-2 = 97
  SK-MEL-28 = 80
  HS 578T = 94
  UACC-62 = 78
  SK-MEL-5 = 75
  UACC-257 = 68
5	Cc1cc(C)nc(NS(=O)(=O)c2ccc(Nc3nc4nc(Nc5cccc(O)c5)nc(-c5ccc(O)cc5O)c4c(=O)[nH]3)cc2)n1
  MALME-3M = 73
  LOX IMVI = 94
  SK-MEL-2 = 88
  SK-MEL-28 = 102
  HS 578T = 111
  UACC-62 = 80
  SK-MEL-5 = 103
  UACC-257 = 122
3	NS(=O)(=O)c1ccc(NCc2ccc(N=Cc3c(O)[nH]c4ccccc34)cc2)cc1
  MALME-3M = 97
  LOX IMVI = 97
  SK-MEL-2 = 106
  SK-MEL-28 = 111
  HS 578T = 114
  UACC-62 = 103
  SK-MEL-5 = 94
  UACC-257 = 107
6	CN(C)CC(=O)NNc1ncnc2ccccc12
  MALME-3M = 101
  LOX IMVI = 113
  SK-MEL-2 = 126
  SK-MEL-28 = 107
  HS 578T = 111
  UACC-62 = 99
  SK-MEL-5 = 101
  UACC-257 = 111

New compounds follow:
No.	compound	MALME-3M	LOX IMVI	SK-MEL-2	SK-MEL-28	HS 578T	UACC-62	SK-MEL-5	UACC-257
9	O=S(=O)(Nc1cccnc1Oc1ccccc1)c1ccc(Cl)cc1Cl	107	95	110	110	116	103	106	98
10	CN1CCN=C1c1ccc(NC(=O)c2ccc(C(=O)Nc3ccc(C4=NCCN4C)cc3)c(N)c2)cc1	99	98	111	104	103	98	95	100
11	CC1(C)S[C@@H]2[C@H](NC(=O)[C@H](N)c3ccccc3)C(=O)N2[C@H]1C(=O)O	108	102	101	109	112	107	104	98
12	CCOC(=O)c1c(SC)nn(-c2cc(=O)[nH]c3ccc(Br)cc23)c1N	105	90	99	117	92	102	101	112
13	BrC(Br)(Br)c1cnc2ccccc2n1	-10*	31	90	54	67	61	74	40
14	Cn1nccc1N	106	104	101	108	117	106	110	110
15	Cc1ccc(C2=NN3C(C2)c2cc(Cl)ccc2OC3c2ccc(Cl)cc2Cl)o1 (configuration not stated)	87	95	97	102	87	91	99	101
16	CCOC(=O)c1ccc(NC(=O)C2(N3C(=O)c4ccccc4C3=O)CCCC2)cc1	.	96	112	109	115	97	105	97
17	C[C@@]12c3cc4c(cc3CCN1C(=O)O[C@H]2c1ccccc1Br)OCO4	78	95	84	110	92	73	90	88
18	CC(C)NC1(C#N)CCN(Cc2ccccc2)CC1	102	99	101	108	96	94	105	109
19	NC1=NC2OC(CO)C(O)C2O1 (configuration not stated)	114&122	108&105	111	114&106	103&108	99&101	101&104	100&111
20	CCCCCCCCCC1=NC(C)(C)CN1C(C)C	144	92	112	115	85	102	91	93
21	CC1=NN(C(=O)c2ccc(NC(=O)c3ccccn3)cc2)C(=O)C1	106	105	107	105	102	101	102	115
22	COc1cc(/C=C/C(=O)c2ccc(NC(=O)CSc3nnc(-c4ccc(-c5nc6ccc(Cl)cc6[nH]5)cc4)o3)cc2)cc(OC)c1OC	95	89	99	88	91	74	94	88
23	COc1cc(/C=C/C(=O)c2ccc(-n3cc(CN4CCN(c5cc6c(cc5F)c(=O)c(C(=O)O)cn6C5CC5)CC4)nn3)cc2)cc(OC)c1OC	88	56	102	92	71	73	80	90
24	Cc1c2c(c(C)c3c1oc1cc(O)ccc13)C(=O)N(N)C2=O	89	43	109	92	87	68	53	100
25	Cc1nc(-c2ccc(OCC(C)C)c(C#N)c2)sc1C(=O)O	102	101	104	109	116	84	.	115
26	O=C1NC(c2ccc(Cl)c(Cl)c2)=C/C1=C\c1cccc([N+](=O)[O-])c1	105	81	105	112	98	84	99	99
27	Cc1ccc(S(=O)(=O)OCCOCCOS(=O)(=O)c2ccc(C)cc2)cc1	110	94	90	114	92	.	95	88
28	NC(=O)c1c(Nc2ccccc2)nn2cc(-c3nc4ccccc4s3)c(N)nc12	96	94	100	113	93	97	97	118
29	CCCCNC(=O)Oc1ccc(/C(=C(/C)Cc2ccc(OC)cc2)c2ccc(OCCN3CCOCC3)cc2)cc1	103	93	84	110	89	98	100	90
30	CCOC(=O)C(N)Cc1cc(I)c(O)c(I)c1 (configuration not stated)	115	105&110	120&108	116&111	107&107	97&101	108&105	108&108
31	COC(=O)CC[C@@H]1O[C@@H](c2ccc(F)cc2)[C@@H](O)[C@H]1O	101	100	109	102	94	106	96	107
32	O=C1OC(CN(Cc2ccccc2)Cc2ccccc2)CN1/N=C/c1ccc([N+](=O)[O-])o1 (configuration not stated)	35	66	106	100	89	67	44	70
33	CCC(C(N)=O)N1C(=O)C2C3CCC(C3)C2C1=O (configuration not stated)	102	98	100	106	99	96	105	99
34	N=c1n(Cc2ccccc2)c(N)cc(=O)n1Cc1ccccc1	23	14	95	61	-1.7*	34	2.8*	44
35	Nc1ncc(-c2ccc3ncnc(N4CCc5ccc(Cl)cc54)c3c2)cn1	-17*	1.3*	-53*	-6.4*	-25*	-24*	-52*	8.1*
36	CC1CCN(CC(=O)Nn2c(COc3ccccc3)nc3ccccc3c2=O)CC1	80	85	87	93	86	69	83	95
37	O=C1CN(CN2CCCCC2)C(=O)CN1CN1CCCCC1	102	100	115	107	118	111	105	101
38	CC(NC(N)=S)c1ccccc1 (configuration not stated)	105	85	120	110	99	101	100	.
39	O=C(CCCCCNC1=CC(=O)c2ccccc2C1=O)NCCC[Se]c1ccccc1	103	60	132	110	103	97	97	116
40	Brc1ccc2[nH]cc(-c3nn4cc(-c5cccnc5)nc4s3)c2c1	82	69	95	63	58	70	85	101
41	S=c1[nH]nc2sc3ccccc3n12	122	99	103	114	114	97	106	111
42	CCCCCCCCCCCC[n+]1ccccc1 (tested in a mixture with another compound)	-38*	-58*	-84*	-19*	-29*	-62*	-98*	-52*
43	Cc1ccccc1-c1ccccc1	106	99	95	103	100	107	97	.
44	CCCCCN1C=C/C(=C\C(=O)N(C)c2ccccc2OC(F)(F)F)c2ccccc21	94	98	105	109	105	93	95	103
45	COc1cc(OC)c(N=Cc2ccc3c(c2)OCO3)cc1Cl	114	98	96	115	103	99	107	99
46	Nc1cc(S(=O)(=O)O)ccc1O	102	101	111	103	98	.	110	117
47	Oc1ccccc1/C=C/c1nc2ccccc2n2c(=S)[nH]nc12	100	98	100	112	96	90	100	122
48	CCCSc1nc(Nc2ccc(C(C)=O)cc2)c(C#N)c(-c2ccccc2)n1	112	102	108	110	118	104	101	105
49	Oc1ccc(N=Nc2ccccc2)c(O)c1	108	96	109	116	106	101	93	96
50	COc1ccc(/C(C)=N/N=C2C(=O)Nc3ccc(Cl)cc32)cc1S(N)(=O)=O	96	90	91	104	68	78	85	99
51	NC(=S)N/N=C/c1ccc(Cl)s1	104	101	105	108	103	101	97	104
52	Cc1cc(N=C2C=CC(=O)C=C2)ccc1O	111	112	107	109	110	92	102	107
53	Cn1c(-c2ccc(Br)cc2)cc(=O)c2ccccc21	97	105	80	108	97	95	97	89
54	CCOC(=O)C1=C(C)N=C2Sc3ccccc3N2C1c1ccccn1 (configuration not stated)	101	92	98	117	92	87	96	.
55	COc1ccc(/C=C/c2nc(NCCCN(C)C)c3ccccc3n2)cc1	26	-67*	-51*	77	90	104	32	97
56	O=C(OC(CC(F)F)c1ccc2ccccc2c1)c1ccccn1 (configuration not stated)	101	105	107	105	96	98	102	93
57	CN(N=O)c1ccc(/C=C/c2ccccc2)cc1	114	103	78	109	123	103	103	112
58	N#CCS(=O)(=O)CC#N	92	96	91	105	104	112	102	103
59	COC(=O)c1ccc2c(c1)C(=O)N(c1cccc(S(N)(=O)=O)c1)C2=O	89	98	104	100	102	96	101	110
60	COC(=O)c1c(C(=O)OC)c2ccc3c4cccnc4ccc3n2c1C(=O)c1ccc(Cl)cc1	102	99	99	98	104	85	96	93
61	CCN(CC)CCN1C(=O)c2c(c3c4cc(Br)ccc4[nH]c3c3ccc4ccccc4c23)C1=O	-69*	.	116	-70*	-4.2*	32	-84*	103
62	O=C(Cn1c[n+](CC(=O)c2ccc(F)cc2F)c2ccccc21)Nc1cccc2cccnc12	74	100&84	100&85	100&98	112	92&75	97&91	107&93
63	COC(=O)[C@]1(C)CCC[C@]2(C)[C@H]3C[C@H]4C(C(C)C)=C[C@]3(CC[C@H]21)[C@H]1[C@@H]4[C@@H](OCCC#N)CC[C@@H]1OCCC#N	62	60	29	62	59	39	26	38
64	CCC(CC)COC(=O)c1ccc(O)c(O)c1	55	69	86	95	87	77	83	86

(further entries)
No.	compound	MALME-3M	LOX IMVI	SK-MEL-2	SK-MEL-28	HS 578T	UACC-62	SK-MEL-5	UACC-257
65	COc1ccc(OCC(=O)OC(C)C)cc1	91	87	109	102	100	97	96	98
66	COc1ccc(-c2cc(-c3ccccc3)nc(SCCCCCCC(=O)NO)n2)cc1	20	13	78	68	54	25	13	50
67	O=C(c1ccccc1)C(Cc1ccccc1)c1ccccc1 (configuration not stated)	94	94	84	102	103	83	104	.
68	COc1ccc(/C=N/NC(=O)CCN2c3ccccc3Sc3ccccc32)cc1	72	61	96	81	86	63	70	100
69	Cc1ccc(NC2(C#N)CCCC2)cc1	81	97&99	107	122&116	148&108	105&94	102&102	110&101
70	O=S(=O)(NC1C2c3ccccc3C(c3ccccc32)C1O)c1ccc(Cl)cc1 (configuration not stated)	106	98	96	101	87	88	98	103
71	Cc1ccc(C2Nc3nc(-c4cccnc4)nn3C(N)=C2C#N)cc1 (configuration not stated)	103	91	103	.	103	86	96	.
72	CN(C)c1ccc(/C=C2\C(=N)N=C(SCc3nc4ccccc4[nH]3)NC2=O)cc1	102	88	111	108	103	96	101	106
73	CCSc1ncc(Br)c(Sc2nc(N)nc3nc[nH]c23)n1	36	19	73	152	90	19	75	.
74	Nc1ncnc2c1c(C(F)(F)F)cn2[C@@H]1O[C@H](CO)[C@@H](O)[C@H]1O	-17*	6.3*	-43*	1.5*	-0.8*	-39*	-32*	-5.5*
75	COc1cc2c3c(c(=O)oc2cc1OS(=O)(=O)c1ccc(C)cc1)CCCCC3	82	90	87	113	90	83	75	109
76	C/C(Cc1ccccc1)=N\O	110	119	104	111	.	106	99	107
77	CC(=O)C(C(C)=O)C(c1ccccc1)C(C(C)=O)C(C)=O	108	94	100	103	100	98	97	.
78	O=C1Nc2cc(-c3ccc(NC(=O)C4CC4)cc3)ccc2/C1=C/c1ccc[nH]1	99	95	109	119	110	110	99	116
79	COc1ccc(/C=C2/C(=O)NC(SCC(=O)N3CCN(c4cc5c(cc4F)c(=O)c(C(=O)O)cn5C4CC4)CC3)=NC2N)cc1 (configuration not stated)	111	104	107	111	101	100	102	105
80	Cc1cc(=O)[nH]c(N/N=C/C=C/c2ccccc2)n1	108	100	115	104	103	102	104	121
81	COC(=O)c1ccc2nc(C)c(C(=O)Nc3ccccc3)nc2c1	.	96	91	110	111	98	104	100
82	CC(=O)c1c(O)c(C)c(O)c2c1OC1=CC(=O)C(C(C)=O)C(=O)C12C (configuration not stated)	79	.	84	84	.	63	91	98
83	CC(C)C1=CC2=CC[C@H]3C(C)(C)C[C@@H](O)C[C@]3(C)[C@H]2CC1	99	103	93	109	92	90	98	93
84	Clc1cccc(N=Cc2ccc(Cl)cc2Cl)c1	507	79	101	96	88	86	111	.
85	CC(C)CC(=O)c1ccccc1O	92	97	112	109	118	104	99	98
86	O=C1Nc2ccccc2/C1=N/N1C(=O)CNC1=O	91	92	103	98	94	89	94	94
87	NNC(=O)/C=C(/CC(=O)NN)C(=O)NN	111	80	125	108	103	105	111	105
88	CNC(=O)c1ccccc1Nc1nc(Nc2ccc3c(c2OC)CCC[C@H](N2CCN(CCO)CC2)C3)ncc1Cl	-52*	-90*	.	-77*	.	-45*	-92*	-76*
89	CSc1ccc(NCc2cn(-c3ccc(C(=O)O)cc3)nc2-c2ccc(C(=O)O)cc2)cc1	104	99	121	105	102	95	100	102
90	Clc1ncc(Br)c(N2CCC3(CC2)OCCO3)n1	.	96	.	125	112	113	101	95
91	O=C1CC(c2ccc3c(c2)OCO3)Nc2cc3c(cc21)OCO3 (configuration not stated)	75	25	12	66	20	21	1.2*	40
92	O=C(CCc1nnc(C(Cl)(Cl)Cl)o1)c1nc2ccccc2[nH]1	105	89	.	107	109	82	105	114
93	O=[N+]([O-])c1ccc2c(c1)N1C(=NS(=O)(=O)c3cnccc31)O2	116	103	105	117	112	106	115	113

Screens from PubChem BioAssay.
